# Screening data (PubChem)
# TDP43 rescue – inhibitors of TDP-43 toxicity in yeast; TDP-43 expressing yeast growth rescue, BacTiter-Glo, 24 h; Potency, µM (series often up to 46.1 µM), without a hit: top-dose growth rescue (activation), most hits filed as activators; actives 1.8% (n = 410,000); AID 652104; note: % of control where 0% means no effect; nearly all actives have a fitted effect of over 50% in size
#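 Luminescence from BacTiter-Glo reports growth of TDP-43-expressing yeast after 24 hr at 30 deg C with compound. Cells were raffinose-pregrown to mid-log, then seeded in galactose medium at OD600=0.02.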
# EPAC1 antagonist – EPAC1 (human) antagonism. EPAC1 GEF assay, Rap1b-BODIPY-GDP exchange fluorescence. Potency, µM (top dose mostly 115 µM), without a hit: at the highest dose activity change, negative = inhibition, most hits filed as inhibitors. actives 0.14% (n = 360,000). AID 720709;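 note: plate controls were vehicle for no effect and positive control for full effect; nearly all actives have a fitted effect of over 50% in size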
# PTHR1 agonist – agonists of human PTHR1 parathyroid hormone receptor. Q03431. HEK293 GP2 PTHR1 cells, GloSensor cAMP luminescence, 1 h. Potency, µM (doses to about 115 µM), for inactives: at the top dose activation, usual class: activators. actives 0.075% (n = 410,000). AID 743266; note: nearly all actives have a fitted effect of over 55% in size; some results filed as inactive show a strong effect at the top dose; inactives centre near -15; many of its hits are not listed in these tables
#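 HEK-293-derived GP2 cells expressing PTHR1 and a GloSensor cAMP reporter, 3,000/well, plated overnight, given luciferin plus IBMX (each 0.5 mM as added) for 1 h at 37 °C, then compound for 1 h at 37 °C. Luminescence was read after 15 min at room temperature.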
# FUS suppressor – rescues growth of FUS-expressing yeast. S. cerevisiae FUS-expressing, growth rescue, OD600, 24 h. Potency, µM (top dose mostly 76.6 µM), for inactives: at the top dose growth rescue (activation), usual class: activators. actives 0.24% (n = 390,000). AID 1347120;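 note: plate controls were DMSO vehicle for no effect and reference control for full effect; nearly all actives have a fitted effect of over 55% in size; some results filed as inactive show a strong effect at the top dose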
#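 Yeast expressing FUS under galactose induction, OD 0.005 in 2% galactose medium; compounds in a dilution series, 24 h at 30C. Growth rescue by absorbance at 600 nm; CP55940 positive control, DMSO negative.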
# EPAC1 ag – EPAC1 (human) agonism | O95398 | EPAC1 agonist qHTS, biochemical assay; response scale: 100% = response to 6.5 mM cAMP | Potency, µM (titrated, usually from 154 µM), inactives show top-dose activation, usual class: activators | actives 0.073% (n = 360,000); note: nearly all actives have a fitted effect of over 60% in size
#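 Read-out is the fluorescence drop as BODIPY-GDP leaves Rap1B (480 nm excitation, 540 nm emission), recorded every 5 minutes over 30 minutes. Reactions held 100 nM EPAC1, 250 nM Rap1B–BODIPY-GDP and 50 uM GDP, with 6.5 mM cAMP setting full activation.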
# EPAC2 antagonist – blocks human EPAC2 exchange factor | Potency, µM (series often up to 114 µM), for the others: at the highest dose activity, negative = inhibition, usual class: inhibitors | AID 720708 | actives 0.18% (n = 360,000) | EPAC2 GEF exchange of Rap1B-BODIPY-GDP, fluorescence | Q8WZA2; note: % is set by controls: 0 for no effect and ±100 for the full control effect; nearly all actives have a fitted effect of over 45% in size; many of its hits are not listed in these tables
# Target sequence (Q8WZA2 whole entry, looked up): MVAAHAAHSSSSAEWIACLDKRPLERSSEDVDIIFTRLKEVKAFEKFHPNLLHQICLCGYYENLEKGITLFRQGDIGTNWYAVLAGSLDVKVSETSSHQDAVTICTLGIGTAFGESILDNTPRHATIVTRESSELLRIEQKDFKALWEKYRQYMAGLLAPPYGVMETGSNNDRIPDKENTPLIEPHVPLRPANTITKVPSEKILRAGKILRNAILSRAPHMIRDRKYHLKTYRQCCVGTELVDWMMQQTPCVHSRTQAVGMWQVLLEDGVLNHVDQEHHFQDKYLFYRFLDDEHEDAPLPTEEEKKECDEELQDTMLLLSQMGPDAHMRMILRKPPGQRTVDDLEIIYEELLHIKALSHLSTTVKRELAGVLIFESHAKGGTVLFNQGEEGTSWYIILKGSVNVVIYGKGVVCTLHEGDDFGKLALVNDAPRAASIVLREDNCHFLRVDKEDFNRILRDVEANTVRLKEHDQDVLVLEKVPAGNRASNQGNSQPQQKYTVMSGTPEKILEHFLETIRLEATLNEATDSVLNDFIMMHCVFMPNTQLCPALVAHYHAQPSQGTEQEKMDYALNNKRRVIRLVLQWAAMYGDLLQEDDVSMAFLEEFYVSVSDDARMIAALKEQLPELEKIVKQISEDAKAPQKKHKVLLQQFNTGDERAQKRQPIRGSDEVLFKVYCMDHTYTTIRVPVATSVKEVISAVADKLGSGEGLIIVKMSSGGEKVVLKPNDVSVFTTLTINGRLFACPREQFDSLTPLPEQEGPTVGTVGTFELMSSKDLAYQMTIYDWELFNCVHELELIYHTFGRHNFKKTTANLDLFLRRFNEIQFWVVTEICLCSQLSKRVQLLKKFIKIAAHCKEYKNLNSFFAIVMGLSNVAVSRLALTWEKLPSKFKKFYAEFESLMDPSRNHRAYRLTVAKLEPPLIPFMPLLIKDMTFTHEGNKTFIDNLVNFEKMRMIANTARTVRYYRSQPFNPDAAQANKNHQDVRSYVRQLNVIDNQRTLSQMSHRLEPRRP
# EPAC2 ag – EPAC2 (human) agonism; Q8WZA2; EPAC2 activation, biochemical qHTS; response scale: 100% = 6.5 mM cAMP response; Potency, µM (series often up to 154 µM), inactives show at the top dose activation, actives largely listed as activators; actives 0.079% (n = 360,000); note: nearly all actives have a fitted effect of over 50% in size
#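 In this primary screen, activation is scored as increased exchange of BODIPY-GDP from Rap1B by 100 nM EPAC2, with 50 uM GDP as competitor. Signal is normalized to the 6.5 mM cAMP agonist control.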
# aSyn yeast inh – inhibitors of alpha-synuclein toxicity in yeast; Potency, µM (doses to about 46.1 µM), without a hit: at the top dose growth rescue (activation), most hits filed as activators; AID 652106; actives 0.14% (n = 370,000); Yeast expressing alpha-synuclein, growth rescue, BacTiter-Glo, 24 h; note: % of control where 0% means no effect; nearly all actives have a fitted effect of over 65% in size
#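 Screening used galactose-induced yeast with toxic alpha-synuclein levels, exposed to compound for 24 hr at 30 deg C. Cell growth, read with BacTiter-Glo luminescence, gave the measured signal.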
# * = called active by the depositor; i = inactive; ? = inconclusive; . = not tested or not shown; & = joins results of further samples; [ ] = another dose, or the depositor's remark. Calls come from the whole dose curve; as a rule, active = well fitted curve in the direction sought with a large enough effect; inconclusive = small, poorly fitted or top-dose-only effect, or another doubt; inactive = no such curve, though single readings can be large; an effect the other way counts as inactive or inconclusive. Potency is the fitted concentration of half-maximal effect.
structure	PTHR1 agonist	aSyn yeast inh	FUS suppressor	EPAC2 antagonist	EPAC1 antagonist	EPAC2 ag	EPAC1 ag	TDP43 rescue
COC(=O)[C@]1(C)N[C@H](CN(C)C(=O)c2ccc(C)cc2)[C@@H]2C(=O)N(C)C(=O)[C@@H]21	-1%	-2%	0%	-2%	-8%	4%	8%	11%
C=CCc1ccccc1OCC(O)CN1CCN(C(=O)OCC)CC1 (configuration not stated)	-46%	-10%	.	-8%	6%	-1%	2%	5%
CCOC(=O)CCSc1nc(-c2ccc3c(c2)OCO3)cc(C(F)(F)F)c1C#N	?	-1%	21%	-1%	-12%	12%	-4%	-21%
COc1ccc(C(=O)NCC(=O)NC2=NCCS2)cc1	i	-8%	14%	7%	5%	16%	-7%	21%
CCn1c(=O)c(C(C)=O)c(O)c2ccccc21	i	7%	-2%	7%	-9%	-7%	12%	-7%[9.22 µM]
COc1cc(C(=O)N(Cc2ccccc2)c2cccc(C)c2)ccc1OCC(=O)N1CCOCC1	-20%	1%	?	-23%	-5%	-11%	-5%	4%
CC(=O)Nc1ccc(NC(=O)CS(=O)(=O)c2cn(CC(=O)N3CCCC3)c3ccccc23)cc1	-17%	-1%	38%	7%	-12%	3%	-7%	8%
O=C(COc1ccc(-c2nnco2)cc1)NCc1ccccc1Cl	-23%	1%	17%	0%	-5%	2%	0%	21%
Nc1nc(N)nc(-c2ccccc2)n1	1%	-1%	-21%	21%	-7%	3%	4%	-3%
CC1(C)Cc2nc3oc4c(N(CCO)Cc5ccccc5)ncnc4c3cc2CO1	-25%	-5%	26%	-2%	-5%	-3%	2%	5%
CCSc1nc2ccccc2[nH]1	0%[57.5 µM]	1%&-2%	8%&12%	-3%&-9%	-2%&6%	9%&2%	3%&9%	-3%&-4%
CCCN1C(=O)C(O)(CC(=O)c2ccc3c(c2)OCCO3)c2ccccc21 (configuration not stated)	0%	10%	-11%	-2%	-17%	14%	16%	10%
CCOC(=O)C1CCN(C(=O)Nc2ccc(OCc3ccccc3)cc2)CC1	i	-4%	1%	5%	8%	-3%	-6%	10%
CNC(=O)c1ccc(NC(=O)C2CCN(S(=O)(=O)c3cccc(C(F)(F)F)c3)CC2)cc1	-12%	5%	-16%	3%	-21%	-5%	-5%	15%
CCCCC(CC)CNC(=O)C(=O)c1ccccc1NC(C)=O (configuration not stated)	-24%	8%	33%	-1%	-25%	-14%	-8%	-6%
COC(=O)CC1C(=O)NCCN1C(=O)CSc1nnnn1-c1ccc(Cl)cc1 (configuration not stated)	-5%	-8%	-25%	1%	-4%	4%	-4%	-11%
C[n+]1c(/C=C/c2ccc(O)cc2)ccc2ccccc21	-15%	-3%	13%	-1%	10%	-1%	-14%	0%
CC(OC(=O)c1ccc(S(=O)(=O)N2CCOCC2)cc1)c1ccccc1 (configuration not stated)	-3%	0%	22%	3%	-7%	5%	6%	0%
CCOC(=O)C1=C(C)NC(=O)NC1c1ccc2c(c1)OCO2 (configuration not stated)	i	-11%	22%	8%	10%	1%	-1%	-15%
Cc1cccc(C)c1NC(=O)C(c1ccnc2ccccc12)n1c(=O)c(-c2ccccc2)nc2ccccc21 (configuration not stated)	-1%	2%	?	-4%	-4%	-3%	0%	?
Cc1cc(C)cc(NC(=O)[C@H](NC(=O)[C@@H]2Cc3ccccc3CN2)c2ccccc2)c1	i	-2%	6%	6%	-13%	-4%	-7%	-8%
COc1ccc(-c2cc3c(=O)n(CC(=O)Nc4cccc(Cl)c4)ncn3n2)cc1	i	0%	-12%	-4%	15%	0%	5%	4%
O=C(COC(=O)c1cc(S(=O)(=O)N2CCCCC2)ccc1N1CCOCC1)NCCc1ccc(F)cc1	i	-11%	32%	-2%	-13%	0%	8%	1%
CCOC(=O)CSc1nc2ccccc2n1CC(=O)N1CCN(c2ccccc2)CC1	-2%	1%	22%	5%	0%	4%	7%	-12%
COc1ccc(-c2nc(C)c(CCNC(=O)C(=O)Nc3ccccc3C#N)s2)cc1OC	i	-2%	-20%	.	.	.	.	17%

# Next records follow.
structure	PTHR1 agonist	aSyn yeast inh	FUS suppressor	EPAC2 antagonist	EPAC1 antagonist	EPAC2 ag	EPAC1 ag	TDP43 rescue
Cc1ccc2nc(-c3ccc(NC(=O)c4ccco4)cc3)[nH]c2c1	-19%[57.5 µM]	-10%	?	?	-1%	28%	-1%	-2%
O=C(Oc1cccc2cccnc12)c1ccc2c(c1)OCCO2	i	18%	-8%	-5%	-6%	8%	4%	?
CCCCCCn1c(=O)n2n(c1=O)[C@@H]1CN(S(=O)(=O)c3ccc(C)cc3)C[C@]1(O)[C@@H](OC(=O)NCc1ccco1)C2	-13%	-2%	?	-16%	-8%	2%	-13%	0%
CCOc1ccccc1NC(=O)c1ccc(CN2CCc3ccccc3C2)cc1	i	6%	-5%	1%	-5%	12%	4%	6%
COc1ccc(S(=O)(=O)N(CCCN2CCCC2=O)Cc2cc3c(C)ccc(C)c3[nH]c2=O)cc1	-14%	5%	-8%	-6%	-6%	-5%	2%	20%
CS(=O)(=O)c1ccc(Sc2nc3ccccc3[nH]2)c([N+](=O)[O-])c1	-3%[57.5 µM]	-6%	30%	3%	-8%	7%	1%	4%
CCOC(=O)N1CCC(n2c(SCC(=O)NCCc3ccc(S(N)(=O)=O)cc3)nc3ccccc3c2=O)CC1	i	-2%	-12%	12%	10%	10%	0%	-8%
O=C(c1ccc(CS(=O)c2ccccc2Cl)o1)N1CCN(C2CCCCC2)CC1 (configuration not stated)	-30%[inhibitor]	-1%	-6%	-2%	13%	5%	-3%	-5%
O=C1Nc2ccccc2-n2nnnc2C1N1CCN(c2ccccn2)CC1 (configuration not stated)	i	-6%	-4%	3%	0%	6%	-8%	7%
CCCCOc1ccc(/C=N/NC(=O)c2nnn(-c3nonc3N)c2C)cc1	-34%[inhibitor]	0%	-29%	3%	-1%	-5%	-12%	9%
COc1cccc(Cn2cnc3c(sc4nc(C)cc(C)c43)c2=O)c1	-2%	-1%	10%	-5%	-2%	10%	12%	-1%
CC1(C)C(=O)Nc2ccccc2N1C(=O)COC(=O)CSc1ccc(F)cc1	-3%	0%	-2%	2%	17%	-5%	1%	1%
COC(=O)c1ccc2c(C)c(C(C)(C)O)[nH]c2c1	-32%	8%	5%	-8%	12%	7%	2%	15%
CCCCSc1n[nH]c(=S)c2nc[nH]c12	i	-11%	8%	-24%	-28%	6%	-2%	0%
COc1cc(C(=O)Nc2ccc(C(=O)c3cccs3)cc2)cc(OC)c1OC	-19%	-6%	35%	-1%	0%	1%	7%	?
CC1CN(CCc2ccccc2)C(C)C/C1=N/O (configuration not stated)	11%	-2%	-4%	11%	-7%	0%	-10%	-21%
CC(=O)c1cccc(NC(=O)c2cc(-c3ccc(F)cc3)on2)c1	-24%	-2%	?	-10%	-5%	6%	11%	-12%
CC(C)(C)c1ccc(C(=O)Cn2cnnc2C#N)cc1	-12%	-4%	-10%	-24%	5%	-14%	-11%	?
Cc1ccc(S(=O)(=O)N2CCC(CN3C(=O)c4cccc5cccc(c45)C3=O)CC2)cc1	11%[57.5 µM]	-1%	8%	11%	0%	10%	9%	1%
Cc1ccc(C)c(C(=O)COC(=O)c2c(-c3ccccc3)noc2C)c1	-22%	1%	18%	-24%	-10%	5%	-8%	30%
N#CC1(NC(=O)COc2ccc3oc4ccccc4c3c2)CCCCC1	i	1%	-2%	0%	7%	-5%	7%	9%
CC1CCN(CCc2nc3cc(NC(=O)COc4ccc(Cl)cc4)ccc3n2C)CC1	-51%	3%	10%	3%	-18%	2%	11%	-11%
Cc1cc(C)n2c(SCC(=O)N(C)C3CCS(=O)(=O)C3)nnc2n1 (configuration not stated)	-5%[57.5 µM]	8%	26%	-3%	9%	-1%	7%	2%
CCc1cccc(NC(=O)CCCn2nc(C)c3c(C)n(-c4ccccc4)nc3c2=O)c1	-12%	-4%	-3%	-7%	8%	2%	6%	-1%
CCOC(=O)C1CCCN(c2c(NCCc3cccc(C)c3)c(=O)c2=O)C1 (configuration not stated)	i	-5%	6%	2%	4%	1%	5%	11%

# Following part.
structure	PTHR1 agonist	aSyn yeast inh	FUS suppressor	EPAC2 antagonist	EPAC1 antagonist	EPAC2 ag	EPAC1 ag	TDP43 rescue
C/C(=N\NC(=O)CSc1nnc(C)s1)c1ccc(Cl)cc1	i	-5%	.	0%	2%	-4%	10%	4%
Cc1cc(C)c(C(N)=O)c(NC(=O)Nc2ccccc2)n1	i	-7%	21%	12%	3%	-2%	-3%	16%
COc1cc(C2Nc3cccc4cccc(c34)N2)ccc1O	i	-14%	30%	-2%	-1%	18%	6%	23%
CCCCn1nnc(NC(=O)c2ccc([N+](=O)[O-])cc2Cl)n1	12%	2%	24%	14%	4%	3%	-4%	12%
COC(=O)c1ccccc1NC(=O)CSc1n[nH]c(-c2ccco2)n1	i	8%	10%	2%	-13%	6%	8%	10%
Cc1[nH]nc2c1C(c1ccco1)C(C#N)=C(N)O2 (configuration not stated)	i	-6%	-9%	-2%	3%	8%	6%	-8%
CCCCNc1ncnc2sc3c(c12)CCN(CCC)C3	i	4%	2%	-18%	15%	6%	1%	21%
COc1ccc(N2C(=O)CC(N(CCc3ccc(S(N)(=O)=O)cc3)C(=S)Nc3ccccc3)C2=O)cc1 (configuration not stated)	i	-5%	4%	0%	-31%	9%	-1%	-26%
CCCCSc1nc2ccccc2[nH]1	-15%	-11%	0%	-16%	8%	4%	9%	-19%
CCC(C)C(NC(=O)C1CCC(C)CC1)C(=O)Nc1ccc(OC)cc1 (configuration not stated)	i	-3%	-12%	2%	-14%	-2%	-9%	7%
O=C1/C(=C/c2cccs2)Sc2ccccc21	-21%	-2%	.	-6%	-1%	-4%	12%	15%

# 3 compounds out of the list, ordered by count of non-hydrogen atoms, lowest first:
structure	PTHR1 agonist	aSyn yeast inh	FUS suppressor	EPAC2 antagonist	EPAC1 antagonist	EPAC2 ag	EPAC1 ag	TDP43 rescue
Cc1[nH]nc2c1C(c1ccco1)C(C#N)=C(N)O2 (configuration not stated)	i	-6%	-9%	-2%	3%	8%	6%	-8%
CCCCC(CC)CNC(=O)C(=O)c1ccccc1NC(C)=O (configuration not stated)	-24%	8%	33%	-1%	-25%	-14%	-8%	-6%
C=CCc1ccccc1OCC(O)CN1CCN(C(=O)OCC)CC1 (configuration not stated)	-46%	-10%	.	-8%	6%	-1%	2%	5%

# Some of the compounds tested, so the mix of outcomes need not match the whole.
